Source: PubChem BioAssay (National Center for Advancing Translational Sciences (NCATS))
Gal4-VP16 FLuc – VP16 counterscreen qHTS for inhibitors of ROR gamma transcriptional activity. Drosophila S2 Gal4-VP16 UAS-luciferase, luminescence, 20 h. Potency, µM (doses to about 53.6 µM), for inactives: top-dose activity, negative = inhibition, usual class: inhibitors. 3.5% of 310,000 active. AID 2546, 2010;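 note: Gal4-VP16 expression switched on by copper sulfate through the metallothionein promoter; potency is the fitted concentration of half-maximal effect; % is set by controls: 0 for no effect and ±100 for the full control effect; nearly all actives have a fitted effect of over 50% in size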
BRCA1 expr up – qHTS Assay to Identify Small Molecule Activators of BRCA1 Expression; MCF7-BRCA1-FFLuc reporter, luminescence, 48 h; response scale: scaled: vehicle 0%, 10 µM genistein 100%; Potency, µM (doses to about 46.1 µM), inactives show top-dose activation, actives largely listed as activators; 1.1% of 380,000 active; AID 624202, 2012; note: potency is the fitted concentration of half-maximal effect; nearly all actives have a fitted effect of over 80% in size; some results filed as inactive show a strong effect at the top dose
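Using MCF7 cells harboring a BRCA1 firefly luciferase reporter, plated 2 h before compound pinning, the screen measured luminescence after 48 h incubation. Responses were normalized to DMSO and 10 microM genistein, then fitted for concentration-effect.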
RORg inh – qHTS for inhibitors of ROR gamma transcriptional activity. 5.4% of 310,000 active. Nuclear receptor ROR-gamma (Mus musculus), P51450. Potency, µM (doses to about 53.6 µM), inactives show at the highest dose activity change, negative = inhibition, hits mostly inhibitors. Drosophila S2 Gal4-RORgamma UAS-luciferase reporter, 20 h. AID 2551, 2010; note: potency is the fitted concentration of half-maximal effect; % is set by controls: 0 for no effect and ±100 for the full control effect; nearly all actives have a fitted effect of over 60% in size
Target sequence (P51450 whole entry, looked up, the tested form may be a part): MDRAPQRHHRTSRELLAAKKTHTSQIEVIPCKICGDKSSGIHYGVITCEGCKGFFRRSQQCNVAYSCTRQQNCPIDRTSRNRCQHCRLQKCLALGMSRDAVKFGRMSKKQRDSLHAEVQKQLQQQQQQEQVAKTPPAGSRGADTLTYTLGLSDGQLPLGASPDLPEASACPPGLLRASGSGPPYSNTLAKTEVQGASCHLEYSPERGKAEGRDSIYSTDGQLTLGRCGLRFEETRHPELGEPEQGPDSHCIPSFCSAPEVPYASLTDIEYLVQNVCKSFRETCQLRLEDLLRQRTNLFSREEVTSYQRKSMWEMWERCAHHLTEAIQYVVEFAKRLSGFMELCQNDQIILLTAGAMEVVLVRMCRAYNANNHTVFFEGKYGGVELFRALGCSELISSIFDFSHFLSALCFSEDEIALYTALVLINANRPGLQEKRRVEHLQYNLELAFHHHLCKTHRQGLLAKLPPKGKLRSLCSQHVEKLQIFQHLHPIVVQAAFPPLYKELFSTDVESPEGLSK
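Drosophila S2 cells stably expressing Gal4-DBD/mouse RORγ fusion under metallothionein promoter plus UAS-luciferase; compound 1 h, then 700 uM CuSO4 induction for 20 h at ambient temperature; inhibition read as reduced luminescence.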
ELG1 genotoxic – qHTS screen for small molecules that induce genotoxicity in human embryonic kidney (HEK293T) cells expressing luciferase-tagged ELG1; HEK293T ELG1-luciferase reporter, luminescence, 16 h; AID 504466, 2011; 1.3% of 330,000 active; Potency, µM (titrated, usually from 46 µM), for inactives: at the top dose activity change, positive = activation, most hits filed as activators; note: potency is the fitted concentration of half-maximal effect; % of control where 0% means no effect; nearly all actives have a fitted effect of over 60% in size
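Cells (2,000/well) expressing the ELG1-luciferase fusion are dosed by pin tool and kept 16 hr at 37 °C, 5% CO2. Signal comes from ONE-Glo luciferase reagent after 30 min at room temperature.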
Rab9 prom act – qHTS Assay for Rab9 Promoter Activators | Huh7 Rab9 promoter-luciferase reporter, luminescence, 24 h | AID 485297, 2010 | Potency, µM (top dose mostly 9.22 µM), without a hit: at the top dose activation, negative = inhibition, most hits filed as activators | 2.8% of 320,000 active; note: potency is the fitted concentration of half-maximal effect; % of control where 0% means no effect; nearly all actives have a fitted effect of over 60% in size
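Cells were plated at 1500 per well in reduced-serum medium with 10% FBS and left 2 h. Compound in DMSO was then added for 24 h at 37 °C. Reporter signal was read by luminescence after 10 min with luciferase detection reagent.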
Tb PFK inh – qHTS Assay to Find Inhibitors of T. brucei phosphofructokinase. AID 485367, 2010. ATP-dependent 6-phosphofructokinase (Trypanosoma brucei brucei), O15648. Potency, µM (titrated, usually from 57.5 µM), inactives show at the top dose activity, negative = inhibition, most hits filed as inhibitors. 0.17% of 330,000 active. T. brucei PFK, ADP-Glo luminescence;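 note: potency is the fitted concentration of half-maximal effect; 0% = uninhibited 1x PFK enzyme wells and -100% = no-enzyme wells; nearly all actives have a fitted effect of over 60% in size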
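Activity is normalized to no-enzyme wells (full inhibition) and 1.25 nM enzyme wells (no inhibition). Reaction: 0.5 mM F6P, 0.1 mM ATP, 45 min RT, ADP-Glo luminescence; concentration-response curves fitted and classed by quality.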
FLuc counter – qHTS profiling assay for firefly luciferase inhibitor/activator using purifed enzyme and Km concentrations of substrates (counterscreen for miR-21 project); Luciferin 4-monooxygenase (Photinus pyralis), P08659; purified FLuc, Km substrates, luminescence inhibition; Potency, µM (series often up to 57.5 µM), for inactives: top-dose activity change, negative = inhibition, hits mostly inhibitors; 6.9% of 360,000 active; AID 588342, 2011;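 note: potency is the fitted concentration of half-maximal effect; plate controls were vehicle for no effect and reference inhibitor for full effect; nearly all actives have a fitted effect of over 55% in size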
Target sequence (P08659 whole entry, looked up): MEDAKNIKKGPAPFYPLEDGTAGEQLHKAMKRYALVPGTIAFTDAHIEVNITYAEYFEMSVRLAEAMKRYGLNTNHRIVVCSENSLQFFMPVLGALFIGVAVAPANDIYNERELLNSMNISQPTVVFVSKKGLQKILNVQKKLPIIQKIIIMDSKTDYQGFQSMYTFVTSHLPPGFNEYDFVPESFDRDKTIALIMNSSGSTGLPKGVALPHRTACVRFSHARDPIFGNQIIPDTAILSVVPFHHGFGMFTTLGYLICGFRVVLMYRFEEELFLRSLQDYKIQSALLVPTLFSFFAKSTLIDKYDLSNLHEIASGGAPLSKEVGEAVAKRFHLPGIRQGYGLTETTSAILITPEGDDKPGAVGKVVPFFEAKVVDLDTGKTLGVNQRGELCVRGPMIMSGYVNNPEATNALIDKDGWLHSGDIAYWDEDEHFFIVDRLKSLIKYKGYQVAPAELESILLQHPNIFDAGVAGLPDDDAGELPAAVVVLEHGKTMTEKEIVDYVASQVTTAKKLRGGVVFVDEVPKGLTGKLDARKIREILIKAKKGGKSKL
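Purified P. pyralis luciferase (10nM final) with 10uM D-luciferin and 10uM ATP (Km levels) in 50mM Tris acetate pH 7.5, 10mM Mg acetate, 0.01% Tween-20, 0.05% BSA; qHTS 6-point titration, ~60 µM downward; luminescence read.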
p53 reactivator – qHTS assay for re-activators of p53 using a Luc reporter. Potency, µM (highest dose often 92.2 µM), without a hit: at the highest dose activity change, positive = activation, most hits filed as activators. 0.063% of 320,000 active. H1299 p53-A138V BP100-luciferase reporter, luminescence, 24 h; note: potency is the fitted concentration of half-maximal effect; % of control where 0% means no effect; nearly all actives have a fitted effect of over 45% in size
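p53-null H1299 cells stably carrying temperature-sensitive p53-A138V and a BP100-luciferase reporter were pinned with compounds (4-point, 1:5 series) and held 24 hrs at 37 deg C. Luminescence was read 10 min after detection reagent.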
NPC1 promoter act – qHTS Assay for NPC1 Promoter Activators | Potency, µM (doses to about 9.22 µM), for inactives: top-dose activation, usual class: activators | 2.4% of 320,000 active | Huh7 NPC1 promoter luciferase reporter, 24 h;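 note: potency is the fitted concentration of half-maximal effect; % of control where 0% means no effect; nearly all actives have a fitted effect of over 60% in size; reporter is driven by a mutant NPC1 promoter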
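NPC1 promoter–luciferase Huh7 cells; 24 h compound; luminescence.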
TRPV1 agonist – HTS Assay for Compounds that Act as Agonists of the Vanilloid Receptor 1. activation, % at 8.33 µM. AID 540275, 2011. TRPV1-expressing cells, Fluo-8 calcium influx, agonist mode. 0.19% of 320,000 active; in the data active = activation above about 80%; inconclusive = between about 30% and that limit; note: 0% is about no effect
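TRPV1-expressing cells were cultured overnight at 35.5C and loaded with Fluo-8 calcium dye for 40 to 90 min at room temperature. After a 10 s baseline, compound was added and calcium influx was read kinetically for 3 min (ex 480/em 520 nm).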
ELG1 DNA repair – qHTS screen for small molecules that inhibit ELG1-dependent DNA repair in human embryonic kidney (HEK293T) cells expressing luciferase-tagged ELG1. HEK293T ELG1-luciferase reporter, luminescence, 16 h; DNA damage induced by 5-fluorouridine. 2.3% of 330,000 active. AID 504467, 2011. Potency, µM (top dose mostly 46.1 µM), for inactives: at the highest dose activity change, negative = inhibition, most hits filed as inhibitors; note: potency is the fitted concentration of half-maximal effect; % is set by controls: 0 for no effect and ±100 for the full control effect; nearly all actives have a fitted effect of over 55% in size
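5-Fluorouridine DNA damage + compound/DMSO, 2,000 cells/well, 16 h, 37 °C/5% CO2. ONE-Glo, 30 min RT, luminescence. Readout = decrease in reporter signal.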
An asterisk follows results filed as active; ? = inconclusive; . = no result given; [ ] = dose if it differs, or a comment. Unless noted, calls come from the whole dose curve; as a rule, active = well fitted curve in the direction sought with a large enough effect; inconclusive = small, poorly fitted or top-dose-only effect, or another doubt; inactive = no such curve, though single readings can be large; an effect the other way counts as inactive or inconclusive.

Order of values – Gal4-VP16 FLuc | BRCA1 expr up | RORg inh | ELG1 genotoxic | Rab9 prom act | Tb PFK inh | FLuc counter | p53 reactivator | NPC1 promoter act | TRPV1 agonist | ELG1 DNA repair
COc1ccc2nc(SCC(=O)Nc3ccc(S(=O)(=O)Nc4nccc(C)n4)cc3)[nH]c2c1
  -8% | 0% | 4% | -2% | -2% | 5% | ? | 1% | -5% | 3 | 5%
CCCOc1ccc(S(=O)(=O)n2cc(F)c(=O)[nH]c2=O)cc1
  -3% | -9% | ? | -2% | -13% | 0% | 2% | 5% | -1% | 5 | ?
Fc1ccc2nc(C3CCN(Cc4nc(CC5CC5)no4)CC3)[nH]c2c1
  -15% | 0% | -38% | -5% | -2% | 2% | -3% | 1% | -1% | 4 | ?
Cc1ccc(CN2C(=O)c3ccccc3NC23CCN(Cc2ccccc2)CC3)cc1
  -7% | -31% | -12% | -9% | -2% | 0% | -5% | 4% | 10% | ? | ?
COc1ccc(CNC(=O)c2cccc(S(=O)(=O)N3CCN(C)CC3)c2)cc1
  -3% | 10% | -15% | 0% | -1% | 2% | -4% | -2% | -2% | 1 | 2%
CC(Sc1n[nH]c(-c2ccccc2F)n1)C(=O)Nc1ccc(S(N)(=O)=O)cc1 (centres undefined)
  . | -6% | . | 0% | -5% | 13% | -8% | 2% | -2% | -2 | 6%
CCN1CCN(C(=O)CCn2c(=O)c3cccn3c3cccnc32)CC1
  1% | -20% | -7% | 0% | -9% | -10% | 0% | 6% | -5% | 1 | 14%
CSc1nc(-c2ccc(Cl)cc2)nc(N)c1C#N
  8% | -9% | -18% | 14% | 0% | -3% | 2% | 7% | 0% | -4 | 0%
CCN(C(=O)C(C)N1C(=O)/C(=C/c2ccco2)SC1=S)C1CCS(=O)(=O)C1 (centres undefined)
  -8% | -44% | -19% | -1% | -5% | ? | -8% | -23% | -7% | -1 | 0%
CCOc1ccc(CCNC(=O)CS(=O)Cc2nc(-c3ccccc3Cl)oc2C)cc1OCC (centres undefined)
  -3% | -15% | 20% | -8% | -5% | 0% | 3% | -6% | -1% | 1 | -23%
CC(C(=O)N(C)C1CCS(=O)(=O)C1)N1C(=O)/C(=C/c2ccc(F)cc2)SC1=S (centres undefined)
  16µM* | -28% | -7% | -3% | 5% | 1% | ? | -16% | -19% | -7 | 10%
CC1(CCc2ccc(O)cc2)NC(=O)NC1=O (centres undefined)
  -4% | 1% | 3% | 2% | -3% | -1% | 8% | 0% | 0% | -5 | 2%
O=C(CCN1C(=O)/C(=C/c2ccc3c(c2)OCO3)SC1=S)Nc1cccc(C(=O)O)c1
  0% | -2% | -4% | 2% | 0% | 2% | 21µM* | -1% | 10% | -1 | 12%
O=C(NCCSC1CCCCC1)c1ccccc1
  21% | ? | 22% | ? | ? | 0% | ? | 10% | 29% | ? | ?
CC(C)CCCN1C(N(C)C)=NC[C@@H]1C
  . | -6% | . | 0% | 1% | -4% | 1% | -10% | -1% | 5 | -1%
Fc1ccc(NC(=S)N2CCCC(c3ccccc3)=N2)cc1
  19% | -34% | -40% | -4% | -4% | 3% | 0% | 13% | -2% | 0 | -4%
O=C(NCCCCCCNC(=O)c1cncc(O)c1)c1cncc(O)c1
  -4% | -6% | -11% | 0% | -8% | 6% | 5% | 1% | 2% | -3 | 1%
COCc1ccc(C(=O)N2CCCC(C(=O)c3cccc(C(F)(F)F)c3)C2)o1 (centres undefined)
  19% | -20% | 44% | -6% | -15% | -2% | -11% | -2% | 0% | 19 | -17%
COc1ccc(NC(=O)CSC2CCCCC2)cc1
  1% | 3% | ? | ? | 3.5µM* | -9% | 12µM* | ? | 3.2µM* | 27 | ?
COc1ccc(C2=NOC(Cn3nc(C(=O)NCc4cccs4)cc3-c3ccccc3)C2)cc1 (centres undefined)
  . | 0% | . | -3% | -2% | 0% | 8% | -8% | 0% | -3 | ?
Cc1cccc(C)c1NC(=O)CNC(=O)c1ccc(COc2ccccc2)o1
  . | 15% | . | 0% | 9% | 1% | 2% | 0% | -4% | 2 | 6%
CN(CC(=O)Nc1ccc(N2CCOCC2)cc1)C(=O)c1ccc(CS(C)(=O)=O)cc1
  . | 18% | . | -1% | . | 3% | . | -4% | . | . | 15%
O=S(=O)(NCCCCCNS(=O)(=O)c1c(F)cccc1F)c1ccc2c(c1)OCCO2
  . | -8% | . | 1% | -5% | -1% | -2% | -1% | -1% | -3 | -20%
CCOC(=O)/C(=N\Nc1cccc(Cl)c1)Sc1nnc(-c2ccc(OC)cc2)n1C
  11µM* | 0% | 3.5µM* | 0% | -4% | -3% | -2% | -12% | 0% | 2 | 1%
COc1cccc(CN(C)Cc2nc(C3CC3)no2)c1
  9% | 30% | 5% | 1% | -1% | 7% | -3% | -2% | -4% | 7 | 3%
CCOC(=O)c1[nH]c(C)c(C(=O)Nc2ccccc2F)c1C
  0% | -4% | -4% | ? | -7% | 9% | ? | ? | -26% | ? | ?
COc1ccc(-c2nc(C3CCCCC3)c3cc(OC)ccc3n2)cc1
  . | 0% | . | -4% | -1% | 0% | 2% | 1% | -3% | -6 | 24%
COc1ccccc1N1CCN(C(=S)NC(=O)/C=C/c2ccc(F)cc2)CC1
  10µM* | -5% | 3.5µM* | 4% | 11% | 0% | ? | 9% | 14% | 29 | ?
N#Cc1c(NCCCO)nc(-c2ccccc2)c2c1CCCC2
  -3% | -17% | -1% | -6% | 8% | 2% | 11% | 6% | 0% | ? | -13%
COCCNC(=O)C1CCC(=O)N1S(=O)(=O)c1ccc(C)cc1 (centres undefined)
  -5% | 12% | 17% | 0% | 2% | 1% | -2% | -9% | -3% | 2 | -2%

Overlap with the part before: 4 entries; new compounds follow.
Order of values – Gal4-VP16 FLuc | BRCA1 expr up | RORg inh | ELG1 genotoxic | Rab9 prom act | Tb PFK inh | FLuc counter | p53 reactivator | NPC1 promoter act | TRPV1 agonist | ELG1 DNA repair
COc1ccc(-c2nc(C3CCCCC3)c3cc(OC)ccc3n2)cc1
  . | 0% | . | -4% | -1% | 0% | 2% | 1% | -3% | -6 | 24%
COc1ccccc1N1CCN(C(=S)NC(=O)/C=C/c2ccc(F)cc2)CC1
  10µM* | -5% | 3.5µM* | 4% | 11% | 0% | ? | 9% | 14% | 29 | ?
N#Cc1c(NCCCO)nc(-c2ccccc2)c2c1CCCC2
  -3% | -17% | -1% | -6% | 8% | 2% | 11% | 6% | 0% | ? | -13%
COCCNC(=O)C1CCC(=O)N1S(=O)(=O)c1ccc(C)cc1 (centres undefined)
  -5% | 12% | 17% | 0% | 2% | 1% | -2% | -9% | -3% | 2 | -2%
CCCn1c(=N)n(CC(O)COc2cccc(C)c2)c2ccccc21 (centres undefined)
  -12% | -35% | 32% | -15% | -12% | -2% | 2% | -6% | 1% | 13 | ?
C=CCn1c(C)cc(C(=O)COC(=O)C2CC(=O)N(Cc3ccccc3)C2)c1C (centres undefined)
  3% | 30% | 22%[10 µM] | 3% | -7% | 0% | 24µM* | 6% | 2% | 7 | ?
Cc1cccc2cc(C3CC(c4ccco4)=NN3S(C)(=O)=O)c(Cl)nc12 (centres undefined)
  -5% | -50% | 26% | -2% | -4% | -4% | -3% | -2% | -1% | -1 | ?
CC1=NN(C(=O)c2csc(C(C)C)c2)C(O)(C(F)(F)F)C1 (centres undefined)
  4.5µM* | -16% | 5µM* | 0% | -3% | 0% | -10% | -2% | 0% | -1 | 6%
O=C(O)CCS(=O)(=O)c1cccc2cccnc12
  6% | 19% | -22% | -4% | -7% | 4% | -1% | 4% | 0% | -3 | 12%
CCn1cc(C(=O)O)c(=O)c2cc(F)c(N3CCN(S(=O)(=O)c4ccc(NC(C)=O)cc4)CC3)cc21
  -5% | 21% | 9% | 1% | -3% | 1% | 2% | -12% | -4% | 0 | 7%
